Compound activity from PubChem BioAssay.
mcGAS inh: cyclic GMP-AMP synthase inhibitors, mouse, primary biochemical chemiluminescence; Q8C6L5; recombinant cGAS, Kinase-Glo ATP depletion luminescence; inhibition, % at 12.5 µM; hit rate 0.15% among 160,000; AID 1259399, 2018;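 note: 0% = negative control wells and 100% = reference inhibitor with no enzyme activity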
hcGAS inh: Primary biochemical luminescence assay for human cyclic GMP-AMP synthase inhibitors; Q8N884; hit rate 0.081% among 290,000; inhibition, % at 12.5 µM; recombinant h-cGAS, ATP depletion, Kinase-Glo luminescence;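 note: 0% = vehicle reaction and 100% = reaction without DNA for no activity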
Target sequence (Q8N884 whole entry, looked up): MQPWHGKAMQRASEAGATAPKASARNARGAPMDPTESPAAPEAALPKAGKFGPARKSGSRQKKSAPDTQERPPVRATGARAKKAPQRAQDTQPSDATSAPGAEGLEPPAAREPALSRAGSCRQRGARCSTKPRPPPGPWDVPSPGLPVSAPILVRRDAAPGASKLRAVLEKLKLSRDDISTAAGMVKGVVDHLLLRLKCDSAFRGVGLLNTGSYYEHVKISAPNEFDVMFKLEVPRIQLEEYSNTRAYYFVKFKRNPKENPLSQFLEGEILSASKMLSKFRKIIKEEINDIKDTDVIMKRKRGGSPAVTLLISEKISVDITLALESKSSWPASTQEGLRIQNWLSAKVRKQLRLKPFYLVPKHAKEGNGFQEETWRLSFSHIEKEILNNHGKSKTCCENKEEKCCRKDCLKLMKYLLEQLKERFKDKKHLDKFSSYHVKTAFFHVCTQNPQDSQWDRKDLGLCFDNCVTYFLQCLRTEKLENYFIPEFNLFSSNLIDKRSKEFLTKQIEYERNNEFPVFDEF
NPYLR7 ag: agonists of mosquito NPYLR7 receptor, primary screen, cell-based, Aedes aegypti, calcium fluorescence, mosquito biting behavior; Aedes aegypti neuropeptide Y-like receptor 7 (NPYLR7); HEK293T NPYLR7/Galpha15, GCaMP6s calcium fluorescence; activation, % at 10 µM; hit rate 0.15% among 270,000; AID 1259423, 2018; in the data active = activation above about 40%;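 note: 0% = vehicle and 100% = reference agonist at the receptor; some compounds past the cut are filed as inactive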
An asterisk follows results filed as active; · = not tested or not shown. Cut-off read from the data, not from the text of the source, unless noted: active = inhibition above about 40%; inactive = the rest.

compound | NPYLR7 ag | mcGAS inh | hcGAS inh
O=C(c1cccc(-n2cnnc2)n1)N1CCCC(c2ccn[nH]2)C1 (stereo not drawn) | 8.2 | · | -5.2
CC(C)c1[nH]nc2c1C1(c3ccccc3-c3ccccc31)C(C#N)C(=N)O2 (stereo not drawn) | -7.1 | · | -7.7
OCCOc1ccccc1CN1CCN(c2ncnc3ccccc23)CC1 | 2.8 | · | 1.1
CC1=CC[C@@H]2CN(C(=O)Cn3[nH]c4ccccc4c3=O)C[C@@H]2C1 | 6.5 | -9.7 | -5.2
CCOc1ncccc1C(=O)N1CCN(c2ccc(F)cc2)CC1 | 2.4 | -4.4 | -1.5
CCC(CC)C(=O)N(CCN(C)C)Cc1cc(NC(=O)NC(C)C)ccc1N(C)C | -3.1 | -7.5 | -8.0
FC(F)(F)c1ccc(NCc2csc(-c3ccco3)n2)cc1 | 2.9 | -17.1 | -6.9
COc1cc(C(=O)NC2CCCNC2)cc(OC)c1OC (stereo not drawn) | -12.8 | · | -0.3
Cc1cc(Br)ccc1C(=O)NCCC(=O)N(C)C | 2.1 | · | -6.8
CCCCN(CCC(=O)NCc1ccc(F)cc1)c1nc(Cc2ccc(C)cc2)ns1 | -1.1 | -3.4 | -7.3
Cn1cnc(-c2ccccc2)c1-c1cccc2cnccc12 | -6.5 | -11.9 | -4.6
CN1CCC(C)(CNC2CSCCSC2)C1 (stereo not drawn) | 27.6 | · | -5.2
CCOC(=O)C1CCCN(CC(=O)N2N=C(c3cccc(C)c3)CC2c2ccccc2OC)C1 (stereo not drawn) | 6.8 | -5.4 | -6.1
CN(c1ccccc1)N1CC(C(=O)NCCC2=CCCCC2)CC1=O (stereo not drawn) | 0.3 | -3.6 | -8.7
CN1CCN(C(c2cccc(F)c2)C2Sc3ncnn3C2=O)CC1 (stereo not drawn) | 0.2 | -1.2 | 1.1
CCCCOc1ccc(-c2nc(C=Nc3cccc(Cl)c3C)c(O)o2)cc1 | 25.2 | -6.3 | -3.3
Cc1ccc2c(c1)CCCN2C(=O)CN1CCCC1c1cc(C)no1 (stereo not drawn) | -9.6 | -4.7 | 5.1
COCCn1ccc2c(cnc3nc(SC)nn32)c1=O | 1.7 | · | -8.3
CN(C)Cc1ccc(C(=O)NC2CCCN(C3CCCCCC3)C2)o1 (stereo not drawn) | 12.1 | · | -4.2
CCOC(=O)C1CCCN(CC(=O)N2N=C(c3cccc(OC)c3)CC2c2ccccc2F)C1 (stereo not drawn) | -1.6 | -3.9 | -4.8
Cc1nc(C)c(C(=O)NC2C(C)CN(Cc3ccccc3)CC2C)o1 (stereo not drawn) | -18.6 | · | -0.3
COc1ccc(-c2cc(CNC(=O)c3ccc(S(=O)(=O)N(C)C)cc3)no2)cc1OC | 1.8 | -0.5 | 1.1
Fc1cccc(F)c1C1c2cccn2CCCN1Cc1ccccc1Cl (stereo not drawn) | 3.8 | · | 3.4
COc1cccc(C(=O)Nc2cc(C(C)(C)C)no2)c1 | 5.8 | -6.3 | -2.3
COCc1nc(-c2cccc(CN3CCN(C(=O)c4cccc(NC(C)=O)c4)CC3)c2)no1 | -1.9 | -6.1 | -3.6
CCOC(=O)c1nn(-c2ccc(F)cc2)c(=O)cc1OCC(=O)Nc1cc(C)cc(C)c1 | 9.1 | · | -5.1
CCOC(=O)c1c(SCC(=O)c2ccc(F)cc2)nc(=O)[nH]c1C | 11.1 | -11.2 | -12.5
CN(Cc1ccc2nsnc2c1)C(=O)c1cc(COc2cccc(F)c2)[nH]n1 | 15.0 | -9.8 | -4.7
Cc1[nH]c(=S)sc1CC(=O)N1CCCC1CC(C)(C)C (stereo not drawn) | -7.7 | -17.0 | -7.2
COC(=O)C(=O)NCC1Cc2cc(Oc3ccccc3)ccc2O1 (stereo not drawn) | 4.5 | -5.2 | -3.4
O=C(/C=C/c1ccccn1)NC(c1ccc(F)cc1)C1CCCC1 (stereo not drawn) | 1.5 | -10.4 | -2.3
CCOC(=O)c1nn(-c2ccccc2F)cc1O | -5.6 | · | -2.4
Fc1ccc(C2(c3noc(COc4cccnc4)n3)CCOC2)cc1 (stereo not drawn) | 16.2 | · | -8.2
O=C(CSc1nnc(CNC(=O)c2c(F)cccc2Cl)n1-c1ccc([N+](=O)[O-])cc1)Nc1ccccc1F | -4.5 | · | -2.3
CCCCNC(=O)CC(c1ccc(OC)cc1)c1c[nH]c2ccccc12 (stereo not drawn) | 7.3 | -4.4 | -6.0
CC(=O)Nc1ccccc1NC(=O)CNC(c1ccco1)C(F)(F)F (stereo not drawn) | 4.8 | -10.3 | -4.1
CCOCCCn1c(SCc2ccc(Br)cc2)nc2cc(S(=O)(=O)N3CCOCC3)ccc21 | 9.0 | -6.6 | -10.4
O=C(Cc1csc(-c2ccc(F)cc2)n1)NCc1ccco1 | 0.1 | · | -7.9
O=C(CSc1nc(=O)n(CCCO)c2c1CCC2)N1CCc2ccccc21 | -10.7 | 1.4 | -4.3
CCOCCOc1nc(-c2ccccc2C)n(-c2ccc(NC(=O)Cc3ccc(OC)cc3)cc2)n1 | 15.9 | -6.4 | -8.3
COc1cccc(C(NC(=O)C2CCN(CCc3ccccc3)CC2)c2ccccn2)c1 (stereo not drawn) | 11.5 | -2.6 | -1.8
COc1ccc(-c2cc(C(=O)Nc3cccc4ccccc34)c3ccccc3n2)cc1 | -0.7 | · | -1.6
CC1(C)CC2CC(C)(CN2S(=O)(=O)c2cccc(C(N)=O)c2)C1 (stereo not drawn) | 1.0 | -2.6 | 0.3
CC(c1nc(C(C)(C)C)no1)S(=O)(=O)Cc1cccc(C(=O)N2CCCCC2)c1 (stereo not drawn) | -7.5 | · | -2.3
CCCC1=C(C(=O)OCC)C(c2ccc([N+](=O)[O-])cc2)NC(=O)N1 (stereo not drawn) | -0.4 | -3.6 | -1.9
CCCCn1c(C)c(C)n2c3c(=O)n(CCOCC)c(=O)n(C)c3nc12 | 0.4 | · | -4.0
CCCCn1c(C)c(C)n2c3c(=O)n(CCOC)c(=O)n(C)c3nc12 | 0.7 | · | -2.8
N#CC(=CC1=C(N2CCOCC2)C(=Cc2ccc([N+](=O)[O-])cc2)CC1)C(=O)Nc1ccccc1F | -10.9 | · | -1.7
CC(C)(Oc1ccc(Cl)cc1)C(=O)NCCNc1cc(-n2cccn2)ncn1 | -6.3 | -5.5 | -2.7
Cc1c(C(C)NCc2ccc(F)c(F)c2)cnn1-c1ccccc1 (stereo not drawn) | 6.5 | · | -10.8
COCCNC(=O)Cn1nc2c(c1NC(=O)C1CCN(S(C)(=O)=O)CC1)CSC2 | -3.7 | -8.3 | -4.6
CC(NS(=O)(=O)c1ccc2c(c1)OCCCO2)c1ccccc1F (stereo not drawn) | 6.5 | -5.1 | -9.0
CC(C)=CCC/C(C)=C/CNC(=O)CCC1CCCC1 | 3.2 | -4.6 | -5.0
CN(CC(=O)Nc1ccccc1Cl)Cn1nc(C2CCCCC2)oc1=S | 1.9 | · | -7.7
COc1ccc(-c2nc3nc4ccccc4nc3n2CC2CCCO2)cc1 (stereo not drawn) | 0.6 | -7.1 | -4.5
C#CC(CC)(CC)NC(=O)CN(Cc1ccccc1F)C1CC1 | 7.2 | · | -1.9
Cc1cccc(-c2nc3c(N4CCOCC4)nccc3[nH]2)c1 | -7.4 | -6.1 | -5.2
C=CCOn1c(=O)c(-c2cccc(C(F)(F)F)c2)[n+]([O-])c2ccccc21 | -13.5 | · | 0.7
CCc1[nH]c2ccc(CNc3cc(COC)ncn3)cc2c1C | 19.2 | -19.2 | -9.0
Cc1c(C(=O)N2CCC3(CC2)C(=O)Nc2ccccc23)cnc2ccnn12 | 1.4 | -11.2 | 1.2

The final three records of the section above come first, to join the parts:
compound | NPYLR7 ag | mcGAS inh | hcGAS inh
C=CCOn1c(=O)c(-c2cccc(C(F)(F)F)c2)[n+]([O-])c2ccccc21 | -13.5 | · | 0.7
CCc1[nH]c2ccc(CNc3cc(COC)ncn3)cc2c1C | 19.2 | -19.2 | -9.0
Cc1c(C(=O)N2CCC3(CC2)C(=O)Nc2ccccc23)cnc2ccnn12 | 1.4 | -11.2 | 1.2
N#Cc1ccccc1Cn1c(NCCO)nc2ccccc21 | 0.9 | · | -2.6
Cn1cc(C(N)=O)cc1C(=O)NCCCC1CCCC1 | 3.4 | -16.5 | -7.0
CCCN(Cc1c(CC)nn(-c2ccc(F)cc2)c1N1CCN(C(C)C)CC1)S(=O)(=O)c1cccc(C(F)(F)F)c1 | 6.6 | -4.0 | 1.8
COCCn1c(SCCn2cccn2)nc2cc(Cl)ccc2c1=O | 4.2 | · | -6.5
CC1=CC(C)(C)Nc2ccc(C)cc21 | 1.6 | · | -6.3
Cc1nccn1CCCN1C(=O)OC2(CCCCC2)C1(C)O (stereo not drawn) | 1.2 | -3.4 | 2.8
COc1ccc2[nH]c3c(=O)n(CCCCC(=O)NCc4ccccc4)c(=S)[nH]c3c2c1 | -4.0 | 0.4 | -1.9
CN1c2ccc([N+](=O)[O-])cc2CC(C#N)(C#N)C12CCCCC2 | 8.5 | · | -1.1
Cn1cc(Br)c(C(=O)Nc2nc3ccc4ccccc4c3s2)n1 | -4.7 | · | -3.6
CCn1cc(S(=O)(=O)N2CCCCC2c2ccc(F)cc2)cn1 (stereo not drawn) | 2.1 | -13.5 | -2.6
CC1(C(=O)NS(=O)(=O)c2ccc3c(c2)CCO3)CCN1C(=O)CCC1CCCC1 (stereo not drawn) | 2.9 | · | -6.6
CSc1cccc(CN2CCCC(C(=O)Nc3cccc(-n4cccn4)c3)C2)c1 (stereo not drawn) | 7.2 | · | -0.7
CCOC(=O)C1(CCc2ccccc2)CCCN(C2CCN(Cc3ccccn3)CC2)C1 (stereo not drawn) | 12.9 | -7.3 | -5.6
CCOC(=O)c1cc2cc([N+](=O)[O-])cc(OC)c2oc1=O | -0.3 | · | 0.1
CCOC(=O)c1cc(-c2ccccc2C)n(-c2ccc(C(=O)NCc3ccco3)cc2)n1 | 5.5 | -4.6 | -1.5
Cc1sc(NC(=O)C2=COCCO2)c(-c2nc3ccccc3s2)c1C | 11.7 | · | -4.1
Cc1ccc(Cc2nc(CSCc3cccs3)cs2)cc1 | 23.5 | -5.2 | -4.9
COC(=O)c1cc(-c2cccs2)nc2c1c(-c1ccco1)nn2C1CCS(=O)(=O)C1 (stereo not drawn) | 13.2 | · | -10.2
O=C1CC(c2nc3ccccc3n2Cc2ccccc2F)CN1c1ccccc1F (stereo not drawn) | 0.5 | -2.2 | -4.6
Cc1cc(C2CCCN2C2CCSCC2)on1 (stereo not drawn) | · | -6.0 | -11.9

Structural class: those above containing two or more sulfur atoms (7)
compound | NPYLR7 ag | mcGAS inh | hcGAS inh
CN1CCC(C)(CNC2CSCCSC2)C1 (stereo not drawn) | 27.6 | · | -5.2
Cc1[nH]c(=S)sc1CC(=O)N1CCCC1CC(C)(C)C (stereo not drawn) | -7.7 | -17.0 | -7.2
CCOCCCn1c(SCc2ccc(Br)cc2)nc2cc(S(=O)(=O)N3CCOCC3)ccc21 | 9.0 | -6.6 | -10.4
COCCNC(=O)Cn1nc2c(c1NC(=O)C1CCN(S(C)(=O)=O)CC1)CSC2 | -3.7 | -8.3 | -4.6
Cc1sc(NC(=O)C2=COCCO2)c(-c2nc3ccccc3s2)c1C | 11.7 | · | -4.1
Cc1ccc(Cc2nc(CSCc3cccs3)cs2)cc1 | 23.5 | -5.2 | -4.9
COC(=O)c1cc(-c2cccs2)nc2c1c(-c1ccco1)nn2C1CCS(=O)(=O)C1 (stereo not drawn) | 13.2 | · | -10.2

Further structures.
compound | NPYLR7 ag | mcGAS inh | hcGAS inh
O=C(/C=C/c1ccccc1)N1CCc2ccccc2C1c1ccc(Cl)cc1 (stereo not drawn) | 17.8 | -5.3 | -4.5
CCCCCN=c1ccn(Cc2ccccc2)c2ccccc12 | -2.2 | · | -1.3
Cn1c(=O)n(CCCc2ccccc2)c(=O)c2c1nc1oc(C(C)(C)C)cn12 | 8.8 | -9.0 | -3.0
CCc1nc(NC(=O)NCc2ccccc2-n2cccn2)nn1C | -3.9 | -12.8 | -4.2
Cc1ccc2nc(-c3ccc4c(c3)OCO4)c(NC(C)(C)C)n2c1 | -1.5 | -8.3 | -9.5
CC(Cc1c(F)cccc1F)NC(=O)NCC(=O)NCc1ccco1 (stereo not drawn) | 1.5 | · | -3.0
CSCCC(NC(N)=O)C(=O)NCc1cccc(N2CCOC2=O)c1 (stereo not drawn) | -0.3 | · | 0.3
C[C@@H]1O[C@@H](OC[C@H]2OC(Oc3c(-c4ccc(O)c(O)c4)oc4cc(O)cc(O)c4c3=O)[C@H](O)[C@@H](O)[C@@H]2O)[C@H](O)[C@H](O)[C@H]1O (stereo partly drawn) | -9.3 | 1.3 | 3.1
COCCC(=O)N1CCC(C(=O)Nc2cccc(-c3nnc(C)s3)c2)CC1 | 3.9 | · | -0.5
Cc1cccc(C(C)C)c1NC(=O)C1CC(=O)N(Cc2ccccn2)C1 (stereo not drawn) | 4.9 | -6.4 | -8.0
NS(=O)(=O)c1ccc(Cn2cc3ncccc3c2O)cc1 | 24.6 | -7.6 | -1.0
c1ccc(NCc2cn3ccccc3n2)cc1 | -6.8 | · | -4.3
O=C(O)c1sc(Cl)cc1/C=C\c1ccccc1 | -7.8 | · | 15.4
Cc1nc(-c2ccc(CNC(=O)c3cc(CC(C)C)nn3C)cc2)no1 | 14.9 | -15.2 | -5.3
COc1ccc(Br)cc1S(=O)(=O)N1CCCC1c1ccncc1 (stereo not drawn) | -2.5 | -2.5 | -7.1
O=C(CCc1cccs1)NCC(O)c1cccc(C(F)(F)F)c1 (stereo not drawn) | 6.7 | · | -4.8
CN1CCN(c2ncccc2CNC(=O)CC2CCS(=O)(=O)C2)CC1 (stereo not drawn) | -3.3 | -0.5 | 0.8
